TDP2 inh: blocks human TDP2 phosphodiesterase activity; O95551; recombinant TDP2, T5PNP hydrolysis, p-nitrophenol absorbance 415 nm; inhibition, % at 12.8 µM; hit rate 0.34% among 370,000; AID 720702;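 active means inhibition above the mean of all tested compounds plus 3 SD, set per campaign, cut at about 25% in these data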;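 further: 0% = DMSO with enzyme and 100% = buffer with substrate but no TDP2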
Target sequence (O95551 whole entry, looked up): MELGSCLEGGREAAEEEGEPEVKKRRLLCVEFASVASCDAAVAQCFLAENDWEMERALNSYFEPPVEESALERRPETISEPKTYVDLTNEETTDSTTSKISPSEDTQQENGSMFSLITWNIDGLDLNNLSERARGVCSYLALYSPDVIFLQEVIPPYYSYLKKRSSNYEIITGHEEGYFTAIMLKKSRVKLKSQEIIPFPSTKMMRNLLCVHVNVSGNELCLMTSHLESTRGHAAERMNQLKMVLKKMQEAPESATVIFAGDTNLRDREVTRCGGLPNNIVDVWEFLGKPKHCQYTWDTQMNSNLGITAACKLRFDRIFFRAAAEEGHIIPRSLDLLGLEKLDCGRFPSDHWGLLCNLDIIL
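Assay system: recombinant human TDP2 / Reagent: T5PNP substrate at 5 mM, a TopII-DNA adduct mimic / Measured by: epi absorbance from released p-nitrophenol / Evaluation: % inhibition relative to enzyme-containing and enzyme-free wells / Control set: enzyme-free and DMSO wells / Replicates: each compound tested once, singlicate / Schedule: enzyme reaction with compound for 2 h at 37 °C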
UHRF1 MBD2 ctr: UHRF1 methyl-DNA binding inhibition. UHRF1 binding to methylated oligo, TR-FRET. AID 687016. hit rate 0.75% among 370,000. inhibition, % at 4.4 µM; in the data active means inhibition above about 21%;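 further: UHRF1 SRA domain binding a hemimethylated CpG hairpin DNA probe; 0% = median of test compound wells and 100% = reference inhibitor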
TCR CD3 inh: human TCR-CD3 binding inhibition; TAMRA-labeled TCR probe fluorescence, biochemical; inhibition, % at 9.4 µM; hit rate 0.37% among 360,000; in the data active means inhibition above about 19%;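 further: recombinant mutant TCR 2C K166C tagged with TAMRA read by polarization; 0% = receptor in buffer alone and 100% = receptor with positive control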
mABHD4 FP: inhibitors of mouse ABHD4; inhibition, % at 8.92 µM; Q8VD66; purified mABHD4, FP-Rh probe fluorescence polarization; hit rate 0.54% among 370,000;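 active means inhibition exceeding the mean over every tested compound plus 3 SD, cut at about 30% in these data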;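 further: 0% = plate median of compound wells and 100% = S159A mutant with DMSO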
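Assay system: mouse ABHD4 enzyme, wild type / Also added: fluorescent activity-based probe FP-Rh / Doses: single nominal dose of 8.92 µM, 0.89% DMSO final / Timing: 45 min compound pre-incubation plus 60 min probe step, 25 °C / Signal: FP readout, ex 525 nm / em 598 nm / Control set: S159A mutant/DMSO as 100%, compound-well median as 0%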
PRMT1 FP inh: PRMT1 (human) inhibition, primary screen; AID 652257; hit rate 1.3% among 370,000; Q99873; recombinant PRMT1, activity-based probe fluorescence polarization; inhibition, % at 2.79 µM;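 active means inhibition above about 21% made by adding two undisclosed values, limit read from the data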
DDE Tn7 FP inh: DD(E)-Tn7 binding inhibition, primary FP screen. FP displacement of FITC-Tn7 peptide from fibrin DD(E); 0% = median of compound wells per plate. hit rate 0.13% among 370,000. inhibition, % at 8.3 µM. P02675;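 active means inhibition above the mean of compounds falling within the control limits plus 3 SD of them, cut at about 14% in these data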;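 further: 0% = plate median of compound wells and 100% = 10 µM Aha-Tn7 peptide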
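system = human fibrin DD(E) protein | quantity = DD(E) 2 µM final | medium = Tris/NaCl/CaCl2 buffer, pH 7.8 | also added = labelled Tn7 tracer, 0.1 µM | compound dosing = single point at 8.3 µM | timing = compound with protein 10 min, then 3 h after probe, room temperature | signal = FP measurement | benchmarks = Aha-Tn7 high control | repeats = one replicate per compound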
PG9 Ab binder: binds the HIV-1 gp120 antibody PG9; TR-FRET gp120-PG9 antibody binding; inhibition, % at 6.7 µM; hit rate 0.43% among 360,000; AID 624416; in the data active means inhibition above about 8.5%
SIAE primary: human SIAE inhibition, primary screen; Q9HAT2; SIAE FP-Rh probe binding, fluorescence polarization; inhibition, % at 9.66 µM; hit rate 0.69% among 370,000;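 active means inhibition above a cutoff: mean of compounds within the control limits plus 3 SD of those, cut at about 17% in these data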;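 further: 0% = plate median of compound wells and 100% = probe without SIAE protein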
HTRA1 inhibitor: HTRA1 (human) protease inhibition | inhibition, % at 5.96 µM | recombinant HTRA1, FP-rhodamine activity-based probe, fluorescence polarization | hit rate 0.5% among 340,000; in the data active means inhibition above about 36%;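 further: 0% = enzyme with DMSO and 100% = wells lacking enzyme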
Target sequence (Q92743 whole entry, looked up): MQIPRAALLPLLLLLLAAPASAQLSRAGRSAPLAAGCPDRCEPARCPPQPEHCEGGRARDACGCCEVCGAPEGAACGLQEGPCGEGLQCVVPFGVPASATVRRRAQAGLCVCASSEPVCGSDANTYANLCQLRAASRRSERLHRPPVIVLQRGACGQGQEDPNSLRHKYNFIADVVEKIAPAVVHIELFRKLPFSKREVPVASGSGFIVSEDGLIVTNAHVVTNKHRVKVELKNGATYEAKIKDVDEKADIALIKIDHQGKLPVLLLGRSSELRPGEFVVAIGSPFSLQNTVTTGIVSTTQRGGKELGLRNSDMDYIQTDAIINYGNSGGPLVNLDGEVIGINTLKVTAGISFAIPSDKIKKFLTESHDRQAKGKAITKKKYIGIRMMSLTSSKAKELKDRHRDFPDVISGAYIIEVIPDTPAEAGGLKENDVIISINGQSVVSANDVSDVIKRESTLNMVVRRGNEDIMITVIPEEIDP
LEDGF integ inh: blocks HIV-1 LEDGF/p75-dependent DNA integration. TR-FRET IN-LEDGF/p75 DNA integration, Eu/Cy5. inhibition, % at 3.7 µM. hit rate 0.64% among 370,000. AID 743269;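 active means inhibition above the screen-wide mean plus 3 SD, cut at about 13% in these data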;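 further: signal is the Cy5 over europium emission ratio at 671 and 618 nm; 0% = plate median of compound wells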
Starred values were filed as active, the others as inactive; · = not tested or not shown.

SMILES	TDP2 inh	UHRF1 MBD2 ctr	TCR CD3 inh	mABHD4 FP	PRMT1 FP inh	DDE Tn7 FP inh	PG9 Ab binder	SIAE primary	HTRA1 inhibitor	LEDGF integ inh
CN1OC[C@@H]2CN(C(=O)c3cccc4ccccc34)[C@H](c3ccc(N4CCCCC4)cc3)C[C@@H]21	7	0	2	-8	2	4	1.1	2	·	-3
Clc1cccc(Cl)c1CNCCCSc1ncccn1	10	-1	7	-2	0	-1	-2.8	10	5	1
CCCNC(=S)Nc1cc2oc3ccccc3c2cc1OC	-1	-3	3	-5	-2	0	-1.8	8	-7	-1
Cc1nnc(SCC(=O)Nc2sc3c(c2C(N)=O)CCCC3)[nH]c1=O	7	3	-11	14	5	0	1.5	0	5	-1
COc1ccccc1C(C(=O)NCc1ccccc1)N(C(=O)c1csnn1)C1CC1 (centres undefined)	7	-2	2	0	-3	-2	0.5	8	0	1
CC(=O)n1cc([C@@H]2C=C(C(=O)NCc3ccccc3)O[C@H](OCc3ccc(CO)cc3)C2)c2ccccc21	0	-3	0	-16	2	-2	-2.9	-15	-37	3
O=C(CSCc1ccc(F)cc1)Nc1ccccc1C(=O)N1CCOCC1	-2	1	-9	2	2	3	0.6	1	-3	2
O=C(CCC1CCCN(Cc2ccncc2)C1)NCc1ccc(F)c(F)c1 (centres undefined)	18	8	3	3	-4	1	0.9	7	-1	-4
CCN(C(=O)COC(=O)/C=C/c1c(C)nn(-c2ccccc2)c1C)c1c(N)n(Cc2ccccc2)c(=O)[nH]c1=O	11	-2	3	4	0	1	-1.1	-1	7	3
COc1ccc(N2CCN(CCNC(=O)c3ccc(NC(=O)C4CCCO4)cc3)CC2)cc1 (centres undefined)	-9	0	5	0	-2	-6	0.9	1	6	2
CCN(CC(=O)Nc1c(F)cccc1F)C(=O)CCNS(=O)(=O)c1ccccc1C(F)(F)F	3	-2	6	5	1	3	1.8	-2	-3	-2
CC1Cc2ccccc2N1C(=O)COC(=O)c1ccc(S(=O)(=O)N(C)C)cc1 (centres undefined)	6	1	-8	3	-2	1	1.4	3	3	3
COc1ccc(-n2ncc3c2CC(C)(C)CC3NC(=O)CN2CCOC2=O)cc1 (centres undefined)	2	-1	9	-2	1	-2	-0.3	3	1	-2
CCOC(=O)N/N=C\c1ccc([N+](=O)[O-])o1	9	-4	1	-2	15	-2	-2.9	16	-3	6
CCN1CCN(C(=O)CCCn2c(C)c3cnn(-c4ccccc4)c(=O)c3c2C)CC1	6	-3	1	2	-4	-1	-1.1	-1	2	-1
COCc1cc(Sc2cccc(Cl)c2Cl)nc(-c2ccccc2)n1	-3	-4	4	-3	-2	-5	-2.9	2	-14	2
Cc1cc(-c2cc(N)n(-c3ccccc3)n2)c(C)n1C1CCCC1	5	0	-10	12	-1	-1	0.1	1	8	-3
C=CCOc1c(/C=N\NC(N)=O)cccc1OC	-11	1	-2	0	-1	8	-1.1	-2	1	-1
Cc1noc(C)c1C(=O)N(CC(C)C)c1nc2ccccc2s1	-2	-2	-1	-8	-1	-8	-0.2	-10	-9	3
CCN1C(=O)[C@H]2[C@H]3CN=C(SCC4CC4)N3[C@@](Cc3ccccc3)(C(=O)OC)[C@H]2C1=O	2	2	-6	-9	5	5	-2.5	7	1	0
CN1CSC2=C(C#N)C(c3cccc(OCc4ccccc4)c3)CC(=O)N2C1 (centres undefined)	-14	-1	-7	6	20	-2	-0.1	1	-30	-4
COc1ccc(Cc2nnc(SCC(=O)Nc3c(C)cccc3C)[nH]c2=O)cc1	14	-1	5	3	5	-5	-1.1	14	2	-1
CC(C)(C)c1ccc(S(=O)(=O)n2c(CN3CCOCC3)nc3ccccc32)cc1	-14	3	-1	4	-1	4	-1.0	4	-2	-2
CSc1ccc(CNC(=O)C2Cc3cc(S(=O)(=O)N4CCCCC4)ccc3N2C(C)=O)cc1 (centres undefined)	5	-2	2	2	-2	-2	0.7	8	-2	0
C=CCSc1nnc2n(CCc3ccccc3)c(=O)c3c4c(sc3n12)COC(C)(C)C4	3	-1	1	-2	0	-1	-0.5	-1	3	-2
O=C(NCCOC(=O)C1COc2ccccc2O1)C1COc2ccccc2O1 (centres undefined)	-3	4	-1	-7	1	-4	0.2	0	6	2
CC(=O)OCC(=O)Nc1ccc(N=Nc2ccccc2)cc1	-14	3	1	1	2	-3	-2.5	0	11	-8
O=C(CN1C(=O)C2CCCCN2C(=O)c2ccccc21)N1CCCc2ccccc21 (centres undefined)	-10	-1	4	1	-3	4	-0.1	5	-2	1
Cc1cc(=O)oc2cc(NC(=S)NCc3cccnc3)ccc12	0	-1	7	-2	-3	5	6.9	1	7	1
CC12CN3CCN(CC(C3)/C1=N/NC(=O)Nc1ccccc1)C2	3	1	0	-2	-3	-3	-2.3	9	2	1
CCCCCOC(=O)c1ccccc1C(=O)O	6	0	-2	-1	-2	0	-0.6	1	-1	2
Cc1cc(-c2n[nH]c(=S)n2N=Cc2ccc(O)cc2)n[nH]1	3	1	·	-2	1	-1	·	1	·	5
Cn1c(SCC(=O)N/N=C/C=C/c2ccco2)nc2ccccc21	3	9	17	6	24*	-4	1.1	11	6	13
Oc1ccc(Br)cc1Cn1nnc2ccccc21	-5	2	-6	-5	-1	1	0.5	-4	-19	-2
Cc1cccc(N2C(=O)CC(Sc3nc(C)c4c(n3)CCCC4)C2=O)c1 (centres undefined)	-3	1	4	4	3	5	-0.4	-5	-7	0
Cc1cc(=O)[nH]c2ccc(S(=O)(=O)NCc3ccccc3)cc12	-22	3	-5	-13	-3	-9	-2.1	-8	7	2
CCC(C)NC(=O)C1c2ccccc2C(=O)N1Cc1ccc(OC)cc1OC (centres undefined)	-18	5	4	-13	-4	-1	-0.9	-10	3	6
COc1ccc(OCC(=O)OCC(=O)Nc2cc(S(=O)(=O)N3CCOCC3)ccc2Cl)cc1	1	2	2	1	0	-3	-0.7	-4	1	2
Cn1cc(S(=O)(=O)N2CCC(Cc3ccccc3)CC2)c(=O)n(C)c1=O	7	1	3	7	3	-3	0.1	-3	-2	-1
COC(=O)c1c(C)oc2ccc(N(C(C)=O)S(=O)(=O)c3ccccc3)cc12	-5	5	-8	4	3	7	-0.8	4	-6	0
CCOC(=O)C1CCN(C(=O)c2cc3ccc(OC)cc3[nH]2)CC1	-14	0	3	-4	5	8	0.9	-4	0	-5
C=C(C)CNC(=S)NNC(=O)CCn1c2ccccc2c2ccccc21	0	-6	-1	-9	-2	-5	0.2	15	-11	3
COc1ccc(Cc2c(O)nc(SCC(=O)NC(C)(C)C)[nH]c2=O)cc1	8	0	4	-2	1	-7	-0.9	4	4	4
CCS(=O)(=O)NCCCc1ccccc1	5	1	3	-7	0	0	0.0	4	-2	2
C=C(c1ccc(O)cc1)c1ccc(O)cc1	11	-2	1	-15	2	-3	-1.9	-4	1	-1

Arranged by SMILES length (low to high): part of the list above
SMILES	TDP2 inh	UHRF1 MBD2 ctr	TCR CD3 inh	mABHD4 FP	PRMT1 FP inh	DDE Tn7 FP inh	PG9 Ab binder	SIAE primary	HTRA1 inhibitor	LEDGF integ inh
CCS(=O)(=O)NCCCc1ccccc1	5	1	3	-7	0	0	0.0	4	-2	2
CCCCCOC(=O)c1ccccc1C(=O)O	6	0	-2	-1	-2	0	-0.6	1	-1	2
Oc1ccc(Br)cc1Cn1nnc2ccccc21	-5	2	-6	-5	-1	1	0.5	-4	-19	-2
Cc1cc(=O)oc2cc(NC(=S)NCc3cccnc3)ccc12	0	-1	7	-2	-3	5	6.9	1	7	1
Cn1c(SCC(=O)N/N=C/C=C/c2ccco2)nc2ccccc21	3	9	17	6	24*	-4	1.1	11	6	13
C=C(C)CNC(=S)NNC(=O)CCn1c2ccccc2c2ccccc21	0	-6	-1	-9	-2	-5	0.2	15	-11	3
Cc1cc(-c2n[nH]c(=S)n2N=Cc2ccc(O)cc2)n[nH]1	3	1	·	-2	1	-1	·	1	·	5
Cc1cc(=O)[nH]c2ccc(S(=O)(=O)NCc3ccccc3)cc12	-22	3	-5	-13	-3	-9	-2.1	-8	7	2
CCC(C)NC(=O)C1c2ccccc2C(=O)N1Cc1ccc(OC)cc1OC (centres undefined)	-18	5	4	-13	-4	-1	-0.9	-10	3	6
Cc1cccc(N2C(=O)CC(Sc3nc(C)c4c(n3)CCCC4)C2=O)c1 (centres undefined)	-3	1	4	4	3	5	-0.4	-5	-7	0
COc1ccc(Cc2c(O)nc(SCC(=O)NC(C)(C)C)[nH]c2=O)cc1	8	0	4	-2	1	-7	-0.9	4	4	4
Cn1cc(S(=O)(=O)N2CCC(Cc3ccccc3)CC2)c(=O)n(C)c1=O	7	1	3	7	3	-3	0.1	-3	-2	-1
COC(=O)c1c(C)oc2ccc(N(C(C)=O)S(=O)(=O)c3ccccc3)cc12	-5	5	-8	4	3	7	-0.8	4	-6	0
COc1ccc(OCC(=O)OCC(=O)Nc2cc(S(=O)(=O)N3CCOCC3)ccc2Cl)cc1	1	2	2	1	0	-3	-0.7	-4	1	2

(listing goes on)
SMILES	TDP2 inh	UHRF1 MBD2 ctr	TCR CD3 inh	mABHD4 FP	PRMT1 FP inh	DDE Tn7 FP inh	PG9 Ab binder	SIAE primary	HTRA1 inhibitor	LEDGF integ inh
Cc1ccc(C(=O)N/C(=C\c2ccc(Br)cc2)c2nc(=S)[nH][nH]2)cc1	-8	-2	2	-25	0	2	-1.8	-14	-67	1
Cc1nc2ccc(S(=O)(=O)Nc3cccc(-c4nc5cccnc5s4)c3)cc2s1	5	-1	0	-19	2	0	2.2	-32	-25	0
CCCc1nc2cc(C)c(Br)c(C)n2c1Cc1ccc(OC)cc1C	-6	2	-10	0	1	2	-2.5	-5	·	-6
COc1ccccc1NC(=O)COc1cccc(-n2cnnn2)c1	-3	-2	1	5	0	-7	-2.2	6	-5	1
COc1cc(NC(=O)c2cccs2)c(C(=O)OCC(=O)NCc2ccccc2)cc1OC	11	17	3	8	-1	-4	-0.4	0	2	1
C=C(C)CN(CC)C(=O)COc1ccc(S(=O)(=O)Nc2ccc(OC)cc2)cc1	-19	2	1	-1	-1	3	-0.1	0	0	-3
COC(=O)c1cccc(C23CC4(C2)[C@H](CN(C)[C@@H]4c2ccccc2)C3c2ccc(C(F)(F)F)cc2)c1 (some centres undefined)	-5	-3	2	5	-2	1	-0.7	4	-14	-3
O=C(N[C@H](C(=O)N1CCC[C@H]1C(=O)NCCc1ccccc1Cl)c1ccccc1)c1cccs1	-4	-1	4	-4	1	-9	1.8	-6	·	3

Compound activity (PubChem)
